Screening results deposited in PubChem by The Scripps Research Institute Molecular Screening Center.
EBNA-1 inh: EBNA-1 DNA-binding inhibitors, primary screen, biochemical, fluorescence polarization; inhibition, % at 14.8 µM; hit rate 0.34% among 300,000; AID 1950, 2009; in the data active = inhibition above about 28%
LYPLA1 inh: LYPLA1 inhibitors, primary screen, counter-screen for PME1 inhibitor project, biochemical, fluorescence polarization, FP-Rh probe ABPP | hit rate 0.16% among 320,000 | AID 2174, 2009 | inhibition, % at 5.9 µM | Acyl-protein thioesterase 1 (Homo sapiens), O75608 | recombinant LYPLA1;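 active = inhibition above the mean of all tested compounds plus 3 SD, set per campaign, cut at about 14% in these data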;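 also: inhibitors block serine hydrolase probe labeling of LYPLA1 so polarization falls; 0% = enzyme with DMSO and 100% = wells lacking LYPLA1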
Target sequence (O75608 whole entry, looked up): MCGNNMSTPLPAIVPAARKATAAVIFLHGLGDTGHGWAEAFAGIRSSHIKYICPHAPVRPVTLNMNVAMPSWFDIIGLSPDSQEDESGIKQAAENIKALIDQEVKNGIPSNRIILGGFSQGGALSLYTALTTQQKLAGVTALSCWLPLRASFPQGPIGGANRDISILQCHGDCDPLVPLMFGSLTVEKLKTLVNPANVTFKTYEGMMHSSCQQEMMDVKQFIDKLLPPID
ZTA counter: blocks Epstein-Barr virus ZTA, an EBNA-1 counter-screen. ZTA-DNA binding, fluorescence polarization. hit rate 0.15% among 320,000. P03206. AID 2234. inhibition, % at 11 µM; in the data active = inhibition above about 33%
Target sequence (P03206 whole entry, looked up): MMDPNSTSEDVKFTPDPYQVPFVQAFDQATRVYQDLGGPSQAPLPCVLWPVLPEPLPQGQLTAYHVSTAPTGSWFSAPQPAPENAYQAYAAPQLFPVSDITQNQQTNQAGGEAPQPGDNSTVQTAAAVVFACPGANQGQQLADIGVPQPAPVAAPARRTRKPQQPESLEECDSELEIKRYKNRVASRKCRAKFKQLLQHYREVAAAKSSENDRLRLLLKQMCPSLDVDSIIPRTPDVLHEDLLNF
PAFAH1B3 inh: PAFAH1B3 enzyme inhibitors, primary screen, biochemical, fluorescence polarization, human; recombinant PAFAH1B3, FP-rhodamine probe; inhibition, % at 3.39 µM; hit rate 0.28% among 340,000; AID 492972, 2010;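 active = inhibition above the screen-wide average of all tested compounds plus 3 SD, cut at about 25% in these data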;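 also: 0% = enzyme with DMSO only and 100% = wells lacking PAFAH1B3 protein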
Target sequence (Q15102 whole entry, looked up): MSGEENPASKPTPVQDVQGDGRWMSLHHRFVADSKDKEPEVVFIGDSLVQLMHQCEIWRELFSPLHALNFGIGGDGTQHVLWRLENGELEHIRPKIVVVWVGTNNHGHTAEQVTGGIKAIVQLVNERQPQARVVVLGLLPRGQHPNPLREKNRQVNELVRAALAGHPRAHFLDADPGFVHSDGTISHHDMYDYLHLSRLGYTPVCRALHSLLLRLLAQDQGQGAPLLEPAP
pPAFAH FP inh: pPAFAH enzyme inhibitors, primary screen, biochemical, fluorescence polarization, human. Platelet-activating factor acetylhydrolase (Homo sapiens), Q13093. inhibition, % at 3.39 µM. hit rate 1.5% among 330,000. recombinant pPAFAH, FP-rhodamine probe fluorescence polarization;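 active = inhibition above the mean inhibition across the screen plus 3 SD, cut at about 25% in these data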;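 also: inhibitors block binding of the rhodamine activity-based probe so polarization drops; 0% = enzyme with DMSO and 100% = wells lacking pPAFAH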
PAFAH1B2 FP inh: PAFAH1B2 enzyme inhibitors, primary screen, biochemical, fluorescence polarization, human; Platelet-activating factor acetylhydrolase IB subunit alpha2 (Homo sapiens), P68402; recombinant PAFAH1B2, FP-rhodamine activity probe; inhibition, % at 3.39 µM; hit rate 1.2% among 340,000; AID 492953, 2010;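 active = inhibition above the mean of all tested compounds plus 3 SD, cut at about 24% in these data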;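 also: 0% = enzyme with DMSO and 100% = wells lacking PAFAH1B2; many of its hits are not listed in these tables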
PAFAH2 inh: PAFAH2 enzyme inhibitors, primary screen, biochemical, fluorescence polarization, human | recombinant PAFAH2, FP-rhodamine activity probe | inhibition, % at 3.39 µM | AID 492956, 2010 | hit rate 0.99% among 340,000;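 active = inhibition above the mean over all tested compounds plus 3 SD, cut at about 30% in these data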;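 also: inhibitors block probe labeling of enzyme so polarization drops; 0% = enzyme with DMSO and 100% = wells lacking PAFAH2 protein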
LYPLA2 inh: LYPLA2 inhibitors, primary screen, counter-screen for PME1 inhibitor project, biochemical, fluorescence polarization, FP-Rh probe ABPP; hit rate 0.38% among 320,000; Acyl-protein thioesterase 2 (Homo sapiens), O95372; recombinant LYPLA2; inhibition, % at 5.9 µM; AID 2177, 2009;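 active = inhibition above the screen-wide mean plus 3 SD, limit set per campaign, cut at about 26% in these data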;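 also: 0% = LYPLA2 with DMSO and 100% = wells lacking LYPLA2 enzyme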
Target sequence (O95372 whole entry, looked up): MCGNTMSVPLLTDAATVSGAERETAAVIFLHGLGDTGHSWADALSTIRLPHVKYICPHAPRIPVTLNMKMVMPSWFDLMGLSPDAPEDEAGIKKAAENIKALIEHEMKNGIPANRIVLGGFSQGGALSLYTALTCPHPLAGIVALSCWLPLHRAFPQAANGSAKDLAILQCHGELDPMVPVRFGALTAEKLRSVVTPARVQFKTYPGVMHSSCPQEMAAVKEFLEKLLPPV
PREPL inh: PREPL enzyme inhibitors, primary screen, biochemical, fluorescence polarization; recombinant PREPL, fluorescence polarization activity-based probe; inhibition, % at 5.96 µM; hit rate 0.68% among 320,000; AID 2751, 2010; in the data active = inhibition above about 43%;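 also: 0% = enzyme with DMSO and 100% = wells lacking enzyme; many of its hits are not listed in these tables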
* = called active by the depositor; . = no result given. Some of the compounds tested, so the mix of outcomes need not match the whole.

SMILES	EBNA-1 inh	LYPLA1 inh	ZTA counter	PAFAH1B3 inh	pPAFAH FP inh	PAFAH1B2 FP inh	PAFAH2 inh	LYPLA2 inh	PREPL inh
CC[C@]1(C(=O)OC)[C@H]2C(=O)N(Cc3ccccc3)C(=O)[C@H]2[C@H]2CN=C(SCC(=O)c3ccccc3)N21	.	.	.	13	0	2	13	.	.
O=C(NCc1cccs1)C1CCCN1C(=O)Nc1ccc(Cl)cc1 (centres undefined)	5	3	-2	.	-4	.	.	5	9
CCCCCOC(=O)C1[C@H]2C(=O)N(c3ccccc3CC)C[C@]23C=C[C@H]1O3 (some centres undefined)	0	-2	2	2	3	3	4	0	-2
COC(=O)c1ccc(COc2ccc(C3C4=C(CCCC4=O)Nc4onc(C)c43)cc2)cc1 (centres undefined)	8	-4	-1	7	4	1	-1	23	2
Cc1ccc(NC2=C(Cl)C(=O)OC2OC(=O)c2ccco2)cc1 (centres undefined)	0	-6	0	-4	5	1	7	1	18
O=C(CN1CCN(S(=O)(=O)c2ccccc2F)CC1)N1CCc2ccccc2C1	.	.	.	-5	0	3	-3	.	2
CC(C)(C)c1nnc2sc(SCC(=O)c3ccc4c(c3)OCCO4)nn2c1=O	3	-2	-6	7	-2	0	-1	2	-2
O=C(c1ccco1)N1CCN(c2ncccn2)CC1	-2	-1	-5	-4	1	3	-1	-2	-6
O=C(NCC(=O)N1CCN(C(=O)c2ccccc2)CC1)c1ccccc1	.	1	-6	9	4	2	17	3	6
CCN(CC(=O)Nc1ccc(S(N)(=O)=O)cc1)S(=O)(=O)c1cc(C)ccc1OC	-6	-2	-10	1	0	0	-2	0	11
Cc1cccnc1NC(=O)C(C)Oc1ccccc1 (centres undefined)	6	2	-2	0	-4	4	8	6	7
COc1c(F)c(F)c(C(=O)Nc2ccc(NC(=O)c3ccco3)cc2)c(F)c1F	2	-10	0	-5	-2	-6	-13	-19	-6
CCOCCCNc1nc(C(F)(F)F)nc2c1nnn2Cc1ccccc1Cl	-3	-6	10	7	6	6	-5	-2	4
CC#CC(=O)NC1CCCN(C2Cc3ccccc3C2)C1 (centres undefined)	6	0	4	6	2	-2	0	7	3
Cc1cc(=O)[nH]c(SCc2cccc(Br)c2)n1	3	6	0	-2	5	14	5	7	-5
CCCS(=O)(=O)N1CCCC(C(=O)N2CCN(c3ccccc3)CC2)C1 (centres undefined)	-9	-4	-15	5	-4	-3	7	-6	17
N#Cc1ccsc1NC(=O)c1ccc(Cl)c([N+](=O)[O-])c1	-5	-2	-15	2	15	6	3	-3	23
O=C(NCCOc1ccc(F)cc1)C1CCC(=O)N(CCc2ccccn2)C1 (centres undefined)	-2	-2	4	14	8	-2	-13	6	3
CCOc1ccc(NS(=O)(=O)c2ccc(-c3cnc(C4CC4)o3)cc2)cc1	-12	-6	2	3	31*	8	0	-9	-28
Cc1nc2ccccn2c1C(=O)N=Nc1c(O)[nH]c2ccccc12	2	-4	-14	4	-1	6	-4	-9	1
O=C1CCC(C(=O)OCC(=O)Nc2cc(Cl)ccc2F)=NN1	.	.	.	4	6	3	-1	.	-1
COc1ccc(S(=O)(=O)Nc2cccc3c2O[C@@H](CN(C)Cc2ccc(C(=O)O)cc2)[C@@H](C)CN([C@H](C)CO)C3=O)cc1	.	.	.	11	0	5	14	.	2
Cc1cc(NCc2ccccc2)nc(-c2ccccc2O)n1	6	-5	0	5	0	4	4	-2	15
CCc1ccc(C(=O)NNC(=O)CCC2CCCCC2)cc1	4	1	-8	7	9	10	22	3	-9
Cc1cc(OC(=O)c2cc(Br)ccc2Cl)c([N+](=O)[O-])c(=O)[nH]1	5	1	7	0	4	4	-2	-2	0
Going on with the list.
SMILES	EBNA-1 inh	LYPLA1 inh	ZTA counter	PAFAH1B3 inh	pPAFAH FP inh	PAFAH1B2 FP inh	PAFAH2 inh	LYPLA2 inh	PREPL inh
CCOc1ccccc1C(=O)NCC(=O)NCCc1ccc(S(N)(=O)=O)cc1	-4	6	-15	4	0	3	-3	4	13
Cc1nn(CC(=O)NCc2ccccc2F)c(C)c1[N+](=O)[O-]	5	-7	17	2	3	-1	-1	-7	-4
CCOc1ccc(NC(=S)NC(=O)c2c(Br)cnn2C)c([N+](=O)[O-])c1	-7	18*	-17	2	-3	1	3	21	5
Cc1ccc(NC(=O)c2ccc(Cl)c(N3C(=O)C=CC3=O)c2)cc1	14	-29	-10	-24	9	-3	-32	-54	-12
CCOC(=O)[C@H]1[C@H]2COc3ccc(OC)cc3[C@H]2N2C(=O)CNC(=O)[C@@]12C	.	-2	2	6	-7	5	-4	-4	15
CCc1ccc(C2=NN(c3ccc(S(N)(=O)=O)cc3)C(c3ccc(F)cc3)C2)cc1 (centres undefined)	-5	-4	0	11	24	1	3	2	28
Cc1ccc(S(=O)(=O)CCN2CCC(O)(c3ccccc3)CC2)cc1	-1	3	-2	6	4	1	0	2	1
Cn1c(Cn2nnc(-c3ccccc3)n2)nnc1SCc1ccccc1Cl	-1	-3	3	-1	-7	8	4	-1	-2
CCOc1ccc(S(=O)(=O)NNC(=O)c2cc3ccccc3o2)cc1	10	0	14	0	5	1	-3	5	-47
Cc1cc(=O)n(CC(=O)O)c2ccccc12	-5	2	2	5	1	0	1	0	3
Cc1ccc(-n2c(=O)c3sccc3n(CC(=O)NC3CCCCC3)c2=O)cc1	10	1	-1	3	2	1	5	5	11
CCCC/C(C)=N/NC(=O)CN(c1ccc(Br)cc1)S(=O)(=O)c1ccccc1	8	-4	6	1	7	4	0	-3	-60
O=C(CN1CCCCCC1)NCCc1ccc(F)cc1	0	2	0	0	0	-1	-4	-2	8
COc1cc(OC)c(OC)cc1/C=C1\CC(C)C/C(=C\c2cc(OC)c(OC)cc2OC)C1=O (centres undefined)	2	-2	0	5	20	1	15	0	19
CCOC(=O)N1CCN(C(=S)NC(=O)c2cccc(OC)c2)CC1	.	.	.	-3	1	-1	6	.	1
Cc1ccc(-n2nc(C)c(/C=N/NC(=O)c3cccs3)c2Cl)cc1	-2	-4	1	9	4	1	-11	2	5
COc1cc(C2C3=C(CC(C)(C)CC3=O)Nc3c2c(=O)[nH]c(=O)n3Cc2ccccc2)ccc1O (centres undefined)	1	2	6	3	6	16	4	-1	3
N#C/C(=C\c1ccc(-c2ccccc2[N+](=O)[O-])o1)C(=O)N1CCOCC1	-5	-2	6	7	10	5	9	-2	0
C/C(=N\NC(=O)c1ccc(CN2CCc3ccccc3C2)cc1)c1ccccc1O	5	-17	2	4	11	6	0	-18	10
COC(=O)[C@]1(C)N[C@H](c2ccc(-c3ccc(Cl)c(Cl)c3)c(OC)c2)[C@@H]2C(=O)N(C)C(=O)[C@@H]21	21	-10	0	1	30*	1	0	-1	29
CC(C)NC(=O)C(=O)NNC(=O)C12CC3CC(CC(C3)C1)C2	-10	0	-16	7	-5	22	1	-7	-3
CC(C)NC(=O)CCS(=O)(=O)c1ccc(Br)s1	7	-1	6	1	6	2	7	0	4
O=[N+]([O-])c1ccc(Sc2ccccc2Cl)nc1	8	4	-1	2	7	5	-2	45*	15
O=C1OC(/C=C/c2ccccc2)=NC/1=C/C=C/c1ccccc1	4	1	0	-6	5	-4	-11	1	7
Fc1ccc(OCc2nc(-c3cccs3)no2)cc1	11	0	7	-7	0	5	-3	2	-2
(list continues)
SMILES	EBNA-1 inh	LYPLA1 inh	ZTA counter	PAFAH1B3 inh	pPAFAH FP inh	PAFAH1B2 FP inh	PAFAH2 inh	LYPLA2 inh	PREPL inh
Cc1ccc(-n2nnnc2SC(C)C(=O)Nc2ccc(Cl)cn2)cc1 (centres undefined)	8	5	3	14	4	2	2	4	-28
CN(C(=O)COC(=O)CNC(=O)c1ccccc1Cl)c1ccccc1	5	1	-8	10	2	3	0	-4	22
COc1ccccc1CCc1nnc(CCC(=O)NCCCOc2cccnc2)o1	-7	-2	-4	8	3	-6	-7	-1	-2
CC(C)c1nnc(NC(=O)CCC(=O)NC2CCCCCC2)s1	4	-4	8	2	2	6	6	-4	0
N#Cc1cnn(-c2ncnc3sc(-c4ccccc4)cc23)c1N	1	-1	14	2	-1	-1	0	-2	2
C=CCn1c2ccccc2c2nnc(SCC(=O)Nc3cc(C)on3)nc21	8	-1	10	3	1	4	-8	6	-1
CS(=O)(=O)c1ccccc1-c1nnc(NC(=O)c2ccco2)o1	-5	0	-3	12	-3	1	3	-4	5
C=C(C)CNC(=S)Nc1sc2c(c1C(=O)OCC)CC(C)(C)OC2	5	-1	-5	3	2	0	2	-5	-5
CCN(CC)c1ccc(C=Nc2ccccc2C)c(O)c1	-7	6	-15	0	3	6	-7	6	5
CC1(C)CC(=O)C(C(C2=C(O)CC(C)(C)CC2=O)c2ccc(O)c([N+](=O)[O-])c2)=C(O)C1	3	-1	5	4	4	6	20	-1	-1

pPAFAH FP inh: entries above that show a hit
molecule	EBNA-1 inh	PAFAH1B3 inh	pPAFAH FP inh	PAFAH1B2 FP inh	PAFAH2 inh	PREPL inh
CCOc1ccc(NS(=O)(=O)c2ccc(-c3cnc(C4CC4)o3)cc2)cc1	-12	3	31*	8	0	-28
COC(=O)[C@]1(C)N[C@H](c2ccc(-c3ccc(Cl)c(Cl)c3)c(OC)c2)[C@@H]2C(=O)N(C)C(=O)[C@@H]21	21	1	30*	1	0	29

Ordered by molecular weight (high to low): three of the compounds above
SMILES	EBNA-1 inh	LYPLA1 inh	ZTA counter	PAFAH1B3 inh	pPAFAH FP inh	PAFAH1B2 FP inh	PAFAH2 inh	LYPLA2 inh	PREPL inh
COc1ccccc1CCc1nnc(CCC(=O)NCCCOc2cccnc2)o1	-7	-2	-4	8	3	-6	-7	-1	-2
C=C(C)CNC(=S)Nc1sc2c(c1C(=O)OCC)CC(C)(C)OC2	5	-1	-5	3	2	0	2	-5	-5
CCN(CC)c1ccc(C=Nc2ccccc2C)c(O)c1	-7	6	-15	0	3	6	-7	6	5

Reformatted with values under each structure: part of the list above.
Sequence of screens: EBNA-1 inh	LYPLA1 inh	ZTA counter	PAFAH1B3 inh	pPAFAH FP inh	PAFAH1B2 FP inh	PAFAH2 inh	LYPLA2 inh	PREPL inh
- COc1ccccc1CCc1nnc(CCC(=O)NCCCOc2cccnc2)o1
  -7	-2	-4	8	3	-6	-7	-1	-2
- CC(C)c1nnc(NC(=O)CCC(=O)NC2CCCCCC2)s1
  4	-4	8	2	2	6	6	-4	0
- N#Cc1cnn(-c2ncnc3sc(-c4ccccc4)cc23)c1N
  1	-1	14	2	-1	-1	0	-2	2
- C=CCn1c2ccccc2c2nnc(SCC(=O)Nc3cc(C)on3)nc21
  8	-1	10	3	1	4	-8	6	-1
